Scp-1 inhibitor = blocks human Scp-1 phosphatase activity; inhibition, % at 20 µM; Recombinant Scp1, phosphopeptide, malachite green phosphate absorbance; hit rate 0.88% among 340,000; Q9GZU7;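 active means inhibition above about 50% at 20 µM, limit read from the data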;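 further: plate controls were DMSO wells with enzyme for no effect and wells lacking enzyme for full effect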
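Incubation: 45 min enzyme reaction at room temperature / System: truncated SCP-1 phosphatase (76-261aa) / Reagent: Phospho 17-mer peptide substrate / Buffer or medium: Acidic Tris acetate buffer with magnesium and detergent / Signal: absorbance at 630 nm / Doses: one concentration, 20 µM, with 1.0% DMSO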
Rpn11 block = Rpn11 (human) deubiquitinase inhibition. O00487. human 26S proteasome, Ub4-pepOG fluorescence polarization; 20S core pre-blocked with epoxomicin. calls only at 20 µM. hit rate 0.59% among 360,000. AID 588493;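 active means inhibition at 20 µM, scaled to each plate's controls, above about 33%, limit read from the data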
CSN deneddyl inh = blocks human CSN-mediated cullin deneddylation; AID 651999; Q92905; inhibition, % at 12.5 µM; hit rate 0.38% among 360,000; Purified CSN, SCF-Nedd8-OG deneddylation, fluorescence polarization;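 active means pattern-corrected inhibition above about 35%, with an unprinted fluorescence ratio check between 0.5 and 1.5, limit read from the data, passing the limit was not always enough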;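 further: 0% = enzyme with substrate and 100% = substrate without enzyme; some results filed as inactive read as strong as hits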
Target sequence (Q92905 whole entry, looked up, one chain of several): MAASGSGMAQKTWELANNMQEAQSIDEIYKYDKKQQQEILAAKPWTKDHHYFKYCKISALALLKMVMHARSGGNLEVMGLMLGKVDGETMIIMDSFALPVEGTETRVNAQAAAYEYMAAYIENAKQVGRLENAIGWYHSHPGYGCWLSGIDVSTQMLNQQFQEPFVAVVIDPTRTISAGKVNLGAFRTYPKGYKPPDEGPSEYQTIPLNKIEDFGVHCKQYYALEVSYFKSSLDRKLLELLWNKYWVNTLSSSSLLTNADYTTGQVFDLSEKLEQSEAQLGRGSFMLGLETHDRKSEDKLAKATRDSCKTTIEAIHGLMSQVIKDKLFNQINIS
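assay system = purified human Csn5 enzyme expressed in HEK293T cells | amount = 0.24 nM enzyme | buffer or medium = Tris/NaCl/DTT buffer, pH 7.5 | reagent = 10 nM SCFSkp2-Nedd8OG | compound = one concentration, 12.5 µM, 0.25% DMSO | times = 90 min reaction at room temperature | signal = FP | read-out basis = % inhibition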
DNMT1 block = DNMT1 (human) enzyme inhibition; inhibition (reported as % activation of signal), % at 10 µM; DNMT1 molecular beacon, Hinp1I cleavage, fluorescence; P26358; hit rate 0.83% among 360,000; in the data active means inhibition above about 50%
TbMetRS inhib = blocks T. brucei methionyl-tRNA synthetase activity; purified T. brucei MetRS, ATP depletion, Kinase-Glo luminescence; inhibition, % at 11.9 µM; hit rate 0.4% among 360,000; AID 624268;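 active means inhibition above a per-plate cutoff of the control wells' mean inhibition plus 3 SD, cut at about 5.5% in these data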;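 further: 0% = DMSO wells median and 100% = median of wells with control inhibitor compound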
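Material: T. brucei methionyl-tRNA synthetase, purified; reagent: substrates ATP, L-methionine and bulk Escherichia coli tRNA; dosing: 11.9 µM single point; timing: 15 min plus 2 h at 25 °C; detection: luminescence of leftover ATP; evaluation: % inhibition; control set: DMSO-only wells as low control; replicates: singlicate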
STEP block = STEP (human) phosphatase inhibition. P54829. inhibition, % at 20 µM. recombinant STEP, OMFP fluorogenic substrate, fluorescence. hit rate 0.25% among 360,000;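 active means inhibition at 20 µM, scaled per plate between control wells, above about 37%, limit read from the data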;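 further: 0% = DMSO with enzyme and substrate and 100% = substrate only without enzyme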
Target sequence (P54829 whole entry, looked up): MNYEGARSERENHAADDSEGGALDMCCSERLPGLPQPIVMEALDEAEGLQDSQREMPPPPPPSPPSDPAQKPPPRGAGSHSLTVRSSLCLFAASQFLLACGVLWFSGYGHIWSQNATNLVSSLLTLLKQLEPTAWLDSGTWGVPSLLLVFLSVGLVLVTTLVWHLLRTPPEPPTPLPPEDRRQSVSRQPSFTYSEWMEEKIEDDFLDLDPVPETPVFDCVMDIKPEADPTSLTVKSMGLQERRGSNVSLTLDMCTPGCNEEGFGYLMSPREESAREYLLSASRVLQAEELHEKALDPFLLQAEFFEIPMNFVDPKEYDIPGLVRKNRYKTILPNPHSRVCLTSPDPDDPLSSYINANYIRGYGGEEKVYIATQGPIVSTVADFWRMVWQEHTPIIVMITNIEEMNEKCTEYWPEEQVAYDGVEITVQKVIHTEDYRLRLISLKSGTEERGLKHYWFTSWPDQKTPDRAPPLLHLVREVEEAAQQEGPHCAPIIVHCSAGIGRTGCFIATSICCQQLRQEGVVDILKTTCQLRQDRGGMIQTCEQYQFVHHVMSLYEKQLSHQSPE
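Assay system: isolated STEP enzyme / Timing: 20 min at room temperature, dark / Doses: 20 µM, 1% DMSO / Technique: fluorescence intensity, excitation 480 nm, emission 540 nm / Reagent: fluorogenic phosphatase substrate OMFP at 25 µM final / Measure: percent inhibition scaled to no-enzyme and uninhibited-enzyme controls, plate-pattern corrected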
SUMO1-SIM PPI = SUMO1-SIM interaction modulation | SUMO1 binding to a labelled peptide, TR-FRET, 1 h | inhibition, % at 20 µM | hit rate 0.33% among 360,000; in the data active means inhibition above about 37%
Target sequence (P63165 whole entry, looked up): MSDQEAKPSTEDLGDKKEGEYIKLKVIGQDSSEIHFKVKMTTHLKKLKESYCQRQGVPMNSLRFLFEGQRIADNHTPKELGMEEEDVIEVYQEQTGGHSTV
NadD inh = blocks S. aureus nicotinate mononucleotide adenylyltransferase; hit rate 0.78% among 360,000; inhibition, % at 20 µM; purified NadD enzyme, colorimetric absorbance read-out; AID 602399; in the data active means inhibition above about 26%; further: some compounds past the cut are filed as inactive
LMPTP block = LMPTP (human) inhibition. inhibition, % at 20 µM. recombinant LMPTP-A, OMFP fluorogenic substrate, fluorescence intensity. P24666. hit rate 0.22% among 360,000. AID 651560;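 active means compounds that cut the enzyme signal by at least half of the control window in the single-dose screen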;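 further: plate controls were DMSO wells with enzyme plus substrate for no effect and substrate without enzyme for full effect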
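Material: LMPTP-A; amount: 0.625 nM enzyme; doses: single 20 µM dose; times: reaction 50 min, room temperature, dark; technique: fluorescence intensity of OMFP turnover product; benchmarks: no-enzyme and uninhibited controls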
MsrA inh = inhibits bovine methionine sulfoxide reductase A. purified bovine MsrA, absorbance read-out. inhibition, % at 15.5 µM. hit rate 0.75% among 360,000; in the data active means inhibition above about 4.5%;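 further: 0% = vehicle wells with enzyme and 100% = reference inhibitor wells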
Starred values were filed as active, the others as inactive; i = inactive; nt = not tested or not shown.

Scp-1 inhibitor,Rpn11 block,CSN deneddyl inh,DNMT1 block,TbMetRS inhib,STEP block,SUMO1-SIM PPI,NadD inh,LMPTP block,MsrA inh,SMILES
nt,nt,87*,nt,-0.3,nt,0,-7,0.3,-0.4,COc1ccc2c(c1)C(=O)O[C@@H](c1ccccc1)C[C@@H](O)C(=O)CC2
-2,i,-1,0,-0.8,0,0,-3,1.0,0.5,CC(OC(=O)c1cc2c(s1)CCCCC2)C(=O)NC(N)=O (centres undefined)
-16,i,-1,-7,-0.9,2,-6,-11,-1.0,0.9,CCOC(=O)c1cccc(NC(=O)CCc2nc(-c3ccccc3F)no2)c1
-6,i,3,1,2.2,-2,-3,4,0.3,2.5,CCc1cc2c(=O)c(-c3nc4ccccc4n3C)coc2c(CN2CCCC(C)C2)c1O (centres undefined)
-5,i,3,2,0.3,4,2,1,-0.3,0.7,COc1ccc(C(=O)NCC(=O)N2CCN(c3ccccc3)CC2)cc1
-8,i,1,2,-1.7,-2,0,0,-0.7,-0.2,CCCc1nc(C)c(-c2ccc(OC)c(OC)c2)c(=O)[nH]1
-5,i,-4,-1,-0.8,-3,-13,3,1.4,0.6,O=C(Nc1cccnc1)c1ccc2nc(-c3ccccc3)c(-c3ccccc3)nc2c1
-2,i,0,23,-0.5,1,0,2,-0.2,-1.1,CC(NC(=O)c1cc(-c2ccc(Br)cc2)on1)c1ccccc1 (centres undefined)
-4,i,-7,2,-0.7,0,5,-4,-0.4,0.2,Cc1ccc(-n2c(SCC(=O)O)nc3sc4c(c3c2=O)CCCC4)cc1
nt,i,-2,0,0.8,1,5,2,0.0,-1.6,S=C1SCN(CCc2ccccc2)CN1CCc1ccccc1
-10,i,0,2,0.7,-2,7,-3,-0.7,-0.3,CCCCc1nc2c(=O)[nH]c3ccccc3c2o1
-4,i,-2,2,-0.2,1,1,-4,-0.8,-1.3,CCN(CC)CCOC(=O)C(Cc1ccco1)Cc1cccc2ccccc12 (centres undefined)
-1,i,1,0,-0.8,0,-4,3,-0.4,0.3,Cn1ncc2nnn(-c3ccccc3)c(=O)c21
-10,i,-1,-3,-0.3,8,-18,4,-1.7,1.6,O=C(CSc1nc2nc(-c3cccs3)cc(C(F)(F)F)c2c(=O)[nH]1)C(F)(F)F
-6,i,-2,-1,-0.5,1,-2,-2,-1.3,0.3,COc1ccc(-n2nc3c(c2NC(=O)C2CCCC2)CS(=O)C3)cc1 (centres undefined)
-2,i,-1,-5,0.2,2,-2,6,0.9,1.8,CCCC1(C(=O)OCC)NC(c2ccc(N(C)C)cc2)C2C(=O)N(c3ccccc3)C(=O)C21 (centres undefined)
1,i,-5,3,-0.7,4,1,-5,-0.4,-0.4,COc1cccc(-n2nc3c(=O)n(Cc4ccccc4Cl)nc(C)c3c2C)c1
49,i,4,50,0.1,48*,-6,6,32,0.3,Cc1ccc(NC(=O)Cn2cncc2-c2ccc([N+](=O)[O-])cc2)cc1C
-1,i,-14,1,-0.4,-1,-3,2,-1.8,-1.0,O=C(COC(=O)c1cccnc1Cl)NCc1ccc2c(c1)OCO2
3,i,-1,-4,-0.4,0,-4,29,-0.1,2.1,Cc1csc(NC(=O)c2nn(C)c(C)c2[N+](=O)[O-])n1
-4,i,-4,-1,0.3,0,14,0,0.5,0.3,CC1CCCN(C(=O)CSc2nnc(-c3cccnc3)n2C2CCCCC2)C1 (centres undefined)
9,i,-19,0,-0.6,-2,1,-2,-0.5,1.2,C=CCn1cccc(C(=O)Nc2ccc(OC)cc2)c1=O
-1,i,-6,-3,-0.1,-2,-6,-4,5.8,1.2,O=C(c1cc(COc2ccc3ncccc3c2)on1)N1CCCC(O)C1 (centres undefined)
-5,i,14,-2,0.9,0,6,-3,1.6,1.0,Cc1cc(Br)ccc1SCC(=O)Nc1cccnc1
-6,i,1,1,-0.6,4,-10,2,-0.1,1.5,CCC(=O)Nc1ccccc1-c1nc2ccccc2[nH]c1=O
-7,i,1,-4,-0.3,0,-30,5,4.1,1.1,Cc1nc2ccc(N=NC3=C(O)CCCC3=O)cc2s1
13,i,12,7,-0.6,4,-2,9,3.7,0.3,CN(CC(=O)Nc1cccc(F)c1)C(=O)CCc1nc2sc3c(c2c(=O)[nH]1)CCCC3
nt,i,6,-1,-0.9,5,4,6,3.2,0.5,O=c1cc(CN(Cc2ccccc2)Cc2ccccc2)c2ccccc2o1
-12,i,1,3,0.8,0,0,-4,-0.1,1.4,CCCc1nc(-c2ccc(-c3ccc(F)cc3)cc2)no1
1,i,1,8,-0.4,2,-17,2,0.5,0.8,CCCN(CCC)Cc1c(C(=O)N/N=C/c2cccs2)nnn1-c1nonc1N
9,i,-10,4,-1.4,-1,11,0,-0.6,1.0,NC(=O)c1c(N)sc2c1CCC2
-1,i,0,4,0.0,-1,2,0,-2.6,0.4,CC1CCC(N2CCN(C(=O)c3ccccc3F)CC2)CC1 (centres undefined)
-7,i,2,-2,0.1,0,5,-1,0.6,0.5,O=C(Nc1cccs1)N1CCN(c2ncccn2)CC1
61*,i,4,35,0.1,3,-17,4,0.4,1.4,Cn1c(SCc2cc(=O)n3cc(Br)ccc3n2)nnc1C1COc2ccccc2O1 (centres undefined)
-2,i,1,-1,-1.2,0,-2,-7,0.7,0.4,CCN1CCCC1Cn1cnc2c([nH]c3ccc(OC)cc32)c1=O (centres undefined)
2,i,-1,3,-0.3,4,5,0,4.9,-0.1,CCCCCCCCCCCCN1C/C(=C\C(=O)OCC)c2ccccc2S1(=O)=O
-2,i,2,-5,-0.8,1,-1,-10,1.9,0.2,Cc1cc(C)nc(N2CCCC(C(=O)Nc3ccc4nc(C)c(C)nc4c3)C2)n1 (centres undefined)
43,i,23,23,0.0,0,-3,15,2.6,1.1,Cn1c(SCC(=O)Nc2ccc3c(c2)oc2ccccc23)nnc1-c1ccccc1
1,i,1,1,-0.2,-3,-6,-6,1.5,-0.5,CC1CCN(CCCNC(=O)CCc2nnc3n(CCc4ccccc4)c(=O)c4ccccc4n23)CC1
-12,i,-2,2,-0.5,1,1,-6,-0.8,1.0,COc1cc(C)c(Br)cc1S(=O)(=O)NCCCN1CCOCC1
-1,i,4,-3,-0.2,2,-5,-1,0.0,-0.2,O=C(c1ccc(Cl)c([N+](=O)[O-])c1)N1CCN(c2ccccc2)CC1
-6,i,0,0,0.1,4,3,-3,-0.7,2.5,Cc1ccccc1NC(=S)NC1CCCC1
-8,i,1,0,-0.4,7,4,-1,0.4,-0.2,COc1ccc(S(=O)(=O)NCc2cccnc2)cc1C(=O)NC1CCCCC1
1,i,-6,0,-0.2,-2,-2,-12,3.6,0.7,CCc1noc(C)c1C(=O)Oc1ccc(N(C)S(=O)(=O)c2ccccc2)cc1
-3,i,3,-4,-0.3,-3,-48,-7,-11,0.2,CCCCOc1ccc(C(=O)NCC(=O)NCC(c2ccc(OC)cc2)N2CCCC2)cc1 (centres undefined)
-1,i,-5,0,0.8,-1,-31,-3,1.8,-1.4,O=C(CSc1ccccn1)Nc1ccc(F)c([N+](=O)[O-])c1
-8,i,-7,2,-0.6,2,1,-3,-0.7,-0.1,COC(=O)c1cccn(CC(=O)c2ccc(Cl)cc2)c1=O
-4,i,9,5,0.1,-1,-29,-2,-2.3,0.3,CC(=O)Nc1cccc(NC(=O)CSc2nnc3ccc(-c4ccncc4)nn23)c1
-3,i,0,1,-0.1,-2,-5,-2,-1.7,0.8,CCN(CC)C(=O)NC1CC(=O)N(c2ccc(OC)cc2)C1 (centres undefined)
-8,i,9,2,-0.2,-4,0,-3,-2.0,0.4,Cn1cc2c(=O)n(/N=C/c3ccccc3)cnc2n1

Remaining list, next part.
Scp-1 inhibitor,Rpn11 block,CSN deneddyl inh,DNMT1 block,TbMetRS inhib,STEP block,SUMO1-SIM PPI,NadD inh,LMPTP block,MsrA inh,SMILES
-5,i,-1,-3,-0.1,0,-11,13,-0.8,0.2,NC(=O)c1ccccc1NC(=O)CCN1C(=O)c2ccccc2C1=O
-2,i,0,-3,-0.2,2,10,-10,0.5,-0.7,Cc1ccc(NC(=O)CN2CCc3cc4c(cc3C2C)OCCCO4)cc1C (centres undefined)
-10,i,-1,5,0.9,0,0,-3,-0.7,-0.2,CCOC(=O)C(C)c1nn(C)c(=O)c2ccccc12 (centres undefined)
-4,i,-8,-1,-0.7,2,-1,3,0.5,0.1,O=C(NCc1ccco1)C1CCCN(S(=O)(=O)c2ccc(Cl)cc2)C1 (centres undefined)
-13,i,5,2,-0.2,-1,-21,-6,-0.8,-0.6,O=[N+]([O-])c1cccc(-c2nnc(SCc3cccnc3)o2)c1
6,i,-2,5,-0.9,3,5,22,0.3,1.2,NNc1nc(-c2ccccc2Cl)nc2sc3c(c12)CCCC3
-6,i,3,-6,-1.0,6,6,8,0.9,-0.8,Cc1cccc(C(=O)N2CCc3cc(-c4nc(NC(=O)CN5CCCC5)sc4C)ccc32)c1
-4,i,-1,-2,0.3,-1,-3,6,1.0,0.1,Cc1cccc(N2CCN(C(=O)C(C)n3nc(C)n4c(cc5occc54)c3=O)CC2)c1C (centres undefined)
1,i,6,0,0.0,3,5,0,-1.8,0.1,O=C(CSc1n[nH]c(-c2cccs2)n1)N1CCCCC1

Full records from above. Values in the order: Scp-1 inhibitor	Rpn11 block	CSN deneddyl inh	DNMT1 block	TbMetRS inhib	STEP block	SUMO1-SIM PPI	NadD inh	LMPTP block	MsrA inh
CCOC(=O)C(C)c1nn(C)c(=O)c2ccccc12 (centres undefined) in the list: -10	i	-1	5	0.9	0	0	-3	-0.7	-0.2
O=C(NCc1ccco1)C1CCCN(S(=O)(=O)c2ccc(Cl)cc2)C1 (centres undefined) in the list: -4	i	-8	-1	-0.7	2	-1	3	0.5	0.1
NC(=O)c1ccccc1NC(=O)CCN1C(=O)c2ccccc2C1=O in the list: -5	i	-1	-3	-0.1	0	-11	13	-0.8	0.2
Cc1ccc(NC(=O)CN2CCc3cc4c(cc3C2C)OCCCO4)cc1C (centres undefined) in the list: -2	i	0	-3	-0.2	2	10	-10	0.5	-0.7
Cc1cccc(C(=O)N2CCc3cc(-c4nc(NC(=O)CN5CCCC5)sc4C)ccc32)c1 in the list: -6	i	3	-6	-1.0	6	6	8	0.9	-0.8

A few values from the list.
Value for `O=[N+]([O-])c1cccc(-c2nnc(SCc3cccnc3)o2)c1` under TbMetRS inhib: -0.2
Value for `Cc1ccc(NC(=O)CN2CCc3cc4c(cc3C2C)OCCCO4)cc1C` (centres undefined) under MsrA inh: -0.7
